Assay outcomes (PubChem BioAssay)
ROMK mod: modulators of human ROMK potassium channel; P48048; Tet-inducible ROMK, thallium flux fluorescence; actives lie on both sides; 130,000 compounds, 2% hits; B-score at 10 µM; AID 1918;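 active means signal ratio slope over the read window, or its plate-corrected B-score, at least 3 SD from the plate mean, either direction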;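 further: B-score of the F/F0 ratio slope over 7 to 12 s after thallium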
Target sequence (P48048 whole entry, looked up): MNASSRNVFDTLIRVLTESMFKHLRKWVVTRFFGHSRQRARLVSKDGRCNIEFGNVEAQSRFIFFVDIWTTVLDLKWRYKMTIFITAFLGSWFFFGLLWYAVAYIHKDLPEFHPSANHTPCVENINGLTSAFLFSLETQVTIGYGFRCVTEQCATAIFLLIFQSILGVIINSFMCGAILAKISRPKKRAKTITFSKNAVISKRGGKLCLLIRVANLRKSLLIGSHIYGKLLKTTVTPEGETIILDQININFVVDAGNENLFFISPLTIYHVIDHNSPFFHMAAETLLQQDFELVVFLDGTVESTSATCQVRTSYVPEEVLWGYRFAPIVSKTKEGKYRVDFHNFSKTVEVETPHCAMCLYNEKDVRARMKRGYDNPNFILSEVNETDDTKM
Lmaj promast: inhibitors of Leishmania major promastigote growth; Leishmania major promastigotes, resazurin fluorescence viability; inhibition, % at 10 µM; 200,000 compounds, 9% hits; AID 1063; in the data active means inhibition above about 50%;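 further: promastigotes grown with compound for 44 hours at 28 °C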
bIAP inh: blocks bovine intestinal alkaline phosphatase activity | purified bovine IAP, CDP-star luminescence, 30 min | 190,000 tested, under 10 active | AID 1019 | inhibition, % at 20 µM;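 active means over 50% inhibition of intestinal alkaline phosphatase at 20 µM in the single-dose screen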
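System: Purified bovine intestinal alkaline phosphatase (IAP) enzyme | Input: IAP diluted 1/65,000,000 in the well | Also added: CDP-star chemiluminescent phosphatase substrate, 30 µM final | Dosing: 20 µM single dose | Times: Enzyme reaction for 30 min at room temperature | Detection: Luminescence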
PPARg SRC-3 ag: promotes SRC-3 coactivator recruitment by human PPARgamma; P37231; biochemical PPARgamma/SRC-3 coactivator recruitment assay; activation, % at 8 µM; 200,000 compounds, 0.26% hits; AID 731; in the data active means activation above about 23%;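 further: 0% = DMSO and 100% = reference agonist; some compounds past the cut are filed as inactive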
Target sequence (P37231 whole entry, looked up): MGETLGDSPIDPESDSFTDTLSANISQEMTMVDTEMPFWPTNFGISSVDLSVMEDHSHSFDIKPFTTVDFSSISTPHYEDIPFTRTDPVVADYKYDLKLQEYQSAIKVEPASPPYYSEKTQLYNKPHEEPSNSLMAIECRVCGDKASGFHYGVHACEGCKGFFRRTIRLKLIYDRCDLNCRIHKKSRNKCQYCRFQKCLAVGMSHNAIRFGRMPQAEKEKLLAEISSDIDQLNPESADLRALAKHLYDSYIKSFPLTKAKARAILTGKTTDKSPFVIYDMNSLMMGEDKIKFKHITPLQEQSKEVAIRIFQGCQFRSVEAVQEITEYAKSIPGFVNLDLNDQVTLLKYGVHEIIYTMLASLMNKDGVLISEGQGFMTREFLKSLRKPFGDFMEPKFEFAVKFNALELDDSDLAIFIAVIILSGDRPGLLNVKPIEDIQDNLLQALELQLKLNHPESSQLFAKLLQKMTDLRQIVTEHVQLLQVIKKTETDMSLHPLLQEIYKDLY
S1P3 antag: antagonists of human S1P3 receptor; Q99500; CHO S1P3 NFAT-BLA reporter, FRET fluorescence, antagonist mode; inhibition, % at 4.98 µM; 170,000 compounds, 0.27% hits;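 active means inhibition above the plate cutoff, the mean inhibition of test wells on that plate plus 3 SD, cut at about 28% in these data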;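 further: cells challenged with S1P at its EC80 of 0.8 µM; blue over green emission ratio from cleaved BLA substrate after 4 h stimulation; 0% = S1P-stimulated wells and 100% = unstimulated DMSO-only wells; some compounds past the cut are filed as inactive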
DTT redox prof: compounds producing H2O2 with reducing agent – biochemical, NIH compound library profiling, artefact control for MLSCN library redox annotation, primary screen; DTT-dependent redox cycling H2O2, phenol red/HRP absorbance; 100% = 100 µM peroxide control, 0% = buffer; activation, % at 10 µM; 200,000 compounds, 0.03% hits;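 active means activation of at least 50% relative to the plate's high and low controls in the primary single-dose screen; inactive means activation below 50%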;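 further: compound incubated with DTT at 0.8 mM final as the reducing agent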
RAM inhibit: inhibitors of the yeast RAM network; S. cerevisiae dse1pr::URA3 reporter, 5-FOA growth OD615, 2 d; analog-sensitive cbk1-as2 kinase mutant strain; inhibition, % at 50 µM; 190,000 compounds, 1.8% hits;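 active means inhibition above a set limit, 3 SD over mean compound inhibition, cut at about 8.4% in these data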;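 further: 0% = DMSO-only wells with no growth and 100% = 10 µM 1-NA-PP1 full growth; inhibition rescues growth on 5-FOA so higher OD means more RAM inhibition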
PPARg SRC2 recr: promotes SRC-2 coactivator recruitment by human PPARgamma; P37231; PPARgamma LBD-SRC-2 recruitment, biochemical; activation, % at 8 µM; 200,000 compounds, 0.34% hits; in the data active means activation above about 22%;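 further: 0% = vehicle and 100% = reference agonist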
TR-FRET SRC-2 ct: flags TR-FRET format artefacts in PPARgamma SRC-2 recruitment agonist screen; TR-FRET ratio at 8 µM; TR-FRET artefact counter-screen; hits give high values; AID 1049; 200,000 compounds, 0.4% hits; in the data active means TR-FRET ratio above about 2000; further: inactives centre near 1500; reference of the scale not given here
PPARg SRC-1 ag: promotes SRC-1 coactivator recruitment by human PPARgamma; P37231; PPARgamma-SRC-1 coactivator recruitment biochemical assay; activation, % at 8 µM; 200,000 compounds, 0.41% hits; in the data active means activation above about 19%;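 further: 0% = DMSO and 100% = reference agonist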
Efa HMGR inh: inhibitors of class II HMG-CoA reductase from Enterococcus faecalis; purified E. faecalis HMGR, NADPH absorbance 340 nm kinetic; inhibition, % at 10 µM; 190,000 compounds, 0.41% hits;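 active means inhibition above a set limit, the median over all tested compounds plus 3 SD, cut at about 9.5% in these data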;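 further: enzyme runs in reverse so mevalonate oxidation gives rising NADPH absorbance; 0% = complete reaction with DMSO and 100% = background rate lacking mevalonate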
An asterisk follows results filed as active.

COCc1cc(=O)[nH]c2cc(NC(=O)C(C)(C)CCl)c(C)cc12 was read as Lmaj promast 1.2, bIAP inh 9.0, PPARg SRC-3 ag -4.2, DTT redox prof -2.6, RAM inhibit -0.5, PPARg SRC2 recr 2.3, TR-FRET SRC-2 ct 1562, PPARg SRC-1 ag -1.5 and Efa HMGR inh -2.1.
COc1cccc(CNc2nc3nc4c(c(=O)n3[nH]2)CCC4)c1 was read as Lmaj promast -6.1, bIAP inh 13.7, PPARg SRC-3 ag 8.3, DTT redox prof -3.3, RAM inhibit 0.4, PPARg SRC2 recr 0.2, TR-FRET SRC-2 ct 1580, PPARg SRC-1 ag -1.9 and Efa HMGR inh 2.7.
For CC(=O)NC1(c2ccc(F)cc2)CCN(C(=O)c2c(F)cccc2F)CC1 the results were ROMK mod -0.0902, Lmaj promast -1.8, bIAP inh -1.8, PPARg SRC-3 ag 2.5, S1P3 antag 0.3, DTT redox prof -0.4, RAM inhibit -0.2, PPARg SRC2 recr -6.6, TR-FRET SRC-2 ct 1566, PPARg SRC-1 ag -4.7 and Efa HMGR inh -1.2.
CCOc1cc(/C=N/N=C2/NC(=O)C(CC(=O)O)S2)ccc1OCc1ccc(Cl)cc1Cl (centres undefined) was read as ROMK mod 1.39, Lmaj promast -5.2, bIAP inh -16.5, PPARg SRC-3 ag -2.9, S1P3 antag 6.1, DTT redox prof 1.4, RAM inhibit 2.0, PPARg SRC2 recr -2.3, TR-FRET SRC-2 ct 1575, PPARg SRC-1 ag 8.4 and Efa HMGR inh -3.2.
Fc1ccccc1NC(=S)N1CCCCC1 was read as ROMK mod -0.0423, Lmaj promast -5.6, bIAP inh 47.6, PPARg SRC-3 ag 2.0, S1P3 antag -9.3, DTT redox prof -0.2, RAM inhibit 0.3, PPARg SRC2 recr 1.2, TR-FRET SRC-2 ct 1524, PPARg SRC-1 ag 4.3 and Efa HMGR inh -1.6.
For COc1ccc(-c2cc(C(=O)NCC3CCCO3)c3ccccc3n2)cc1 (centres undefined) the results were ROMK mod 0.942, Lmaj promast 0.8, bIAP inh 8.3, PPARg SRC-3 ag 1.4, S1P3 antag -6.6, DTT redox prof -1.6, RAM inhibit 2.2, PPARg SRC2 recr 4.0, TR-FRET SRC-2 ct 1709, PPARg SRC-1 ag -2.0 and Efa HMGR inh 1.4.
Screening Cc1ccc(-n2c(C)cc(/C=c3/sc4nc5ccccc5n4c3=O)c2C)cc1 returned ROMK mod 0.731, Lmaj promast -0.4, bIAP inh 0.0, PPARg SRC-3 ag -2.4, DTT redox prof 0.8, RAM inhibit 0.8, PPARg SRC2 recr -3.4, TR-FRET SRC-2 ct 1388, PPARg SRC-1 ag -3.3 and Efa HMGR inh -3.9.
For COc1ccc2c(CC(=O)OCC(=O)NC(=O)c3cccn3C)coc2c1 the results were Lmaj promast -5.8, bIAP inh 16.5, PPARg SRC-3 ag 7.6, DTT redox prof -5.0, RAM inhibit 2.1, PPARg SRC2 recr 7.5, TR-FRET SRC-2 ct 1708, PPARg SRC-1 ag 1.5 and Efa HMGR inh -2.2.
`O=C(COc1cccnc1[N+](=O)[O-])NCCc1ccccc1` gave ROMK mod 0.537, Lmaj promast -6.2, bIAP inh 1.9, PPARg SRC-3 ag 2.3, S1P3 antag 2.1, DTT redox prof 0.1, RAM inhibit 1.2, PPARg SRC2 recr -4.9, TR-FRET SRC-2 ct 1565, PPARg SRC-1 ag 2.1 and Efa HMGR inh -1.7.
Screening COc1ccc(NC(=O)CSc2nnc(CNc3ccc(C)cc3)n2C)cc1 returned ROMK mod -0.171, Lmaj promast -1.2, bIAP inh 0.6, PPARg SRC-3 ag -0.9, S1P3 antag 11.0, DTT redox prof -0.3, RAM inhibit 4.9, PPARg SRC2 recr -0.3, TR-FRET SRC-2 ct 1793, PPARg SRC-1 ag -0.9 and Efa HMGR inh -5.2.
`CC(=O)N1CCC(N(C(=O)Nc2ccc(C)c(C)c2)C2CCCC2)CC1` gave Lmaj promast -5.1, bIAP inh 2.0, PPARg SRC-3 ag -7.2, S1P3 antag -5.2, DTT redox prof 2.6, RAM inhibit -0.4, PPARg SRC2 recr -3.6, TR-FRET SRC-2 ct 1458, PPARg SRC-1 ag -4.7 and Efa HMGR inh 1.8.
Screening N#Cc1ccc(C(=O)Nc2ccn(-c3ccccc3)n2)cc1 returned ROMK mod -0.108, Lmaj promast -3.1, bIAP inh 7.3, PPARg SRC-3 ag -6.0, S1P3 antag 0.2, DTT redox prof 1.0, RAM inhibit 2.5, PPARg SRC2 recr -8.1, TR-FRET SRC-2 ct 1513, PPARg SRC-1 ag -1.0 and Efa HMGR inh -1.0.
For CC(=O)c1cc(C#N)c(NCCCN(C)C)nc1C the results were ROMK mod -0.0655, Lmaj promast 26.8, bIAP inh -25.8, PPARg SRC-3 ag -0.5, S1P3 antag -3.2, DTT redox prof -0.2, RAM inhibit 0.0, PPARg SRC2 recr 6.6, TR-FRET SRC-2 ct 1407, PPARg SRC-1 ag 4.9 and Efa HMGR inh -0.2.
`COC(=O)C1CCN(C(=O)/C=C/c2ccccc2)CC1` gave ROMK mod 0.17, Lmaj promast -9.8, bIAP inh 1.3, PPARg SRC-3 ag -0.1, S1P3 antag 3.4, DTT redox prof -0.5, RAM inhibit 0.7, PPARg SRC2 recr 5.9, TR-FRET SRC-2 ct 1479, PPARg SRC-1 ag 6.1 and Efa HMGR inh -1.2.
Screening CC1CCCC(NC(=O)COC(=O)Cc2c[nH]c3ccccc23)C1C (centres undefined) returned ROMK mod -1.74, Lmaj promast 4.1, bIAP inh -4.9, PPARg SRC-3 ag 2.6, S1P3 antag -0.8, DTT redox prof -0.5, RAM inhibit 2.8, PPARg SRC2 recr 13.6, TR-FRET SRC-2 ct 1578, PPARg SRC-1 ag -0.6 and Efa HMGR inh -1.5.
Screening Cc1ccccc1/C=N/Nc1ccnc2cc(Cl)ccc12 returned ROMK mod 0.677, Lmaj promast 97.8*, bIAP inh 27.2, PPARg SRC-3 ag 2.1, S1P3 antag 4.1, DTT redox prof -0.3, RAM inhibit 2.0, PPARg SRC2 recr 10.4, TR-FRET SRC-2 ct 1562, PPARg SRC-1 ag -0.2 and Efa HMGR inh -2.8.
For CC(OC(=O)c1ccc2c(c1)C(=O)N(Cc1ccncc1)C2=O)C(=O)Nc1cccc(Cl)c1Cl (centres undefined) the results were Lmaj promast -6.6, bIAP inh 16.1, PPARg SRC-3 ag 1.6, S1P3 antag -2.7, DTT redox prof 0.5, RAM inhibit 1.4, PPARg SRC2 recr 1.8, TR-FRET SRC-2 ct 1416, PPARg SRC-1 ag -1.9 and Efa HMGR inh -12.5.
For CC(C)(C)Nc1nc(Cl)nc(NC(C)(C)C)n1 the results were Lmaj promast 21.1, bIAP inh -10.9, PPARg SRC-3 ag 2.1, S1P3 antag 11.4, DTT redox prof -0.7, RAM inhibit 2.4, PPARg SRC2 recr -5.3, TR-FRET SRC-2 ct 1643, PPARg SRC-1 ag 3.1 and Efa HMGR inh -4.5.
Screening OC(CN1CCN(c2ccccc2)CC1)c1ccc2c(c1)CCN2 (centres undefined) returned Lmaj promast 0.9, bIAP inh -0.2, PPARg SRC-3 ag -6.2, S1P3 antag -23.4, DTT redox prof -0.2, RAM inhibit 0.1, PPARg SRC2 recr 4.7, TR-FRET SRC-2 ct 1510, PPARg SRC-1 ag -5.9 and Efa HMGR inh -5.1.
`COc1ccc(S(C)(=O)=O)cc1S(C)(=O)=O` gave Lmaj promast -2.1, bIAP inh 12.2, PPARg SRC-3 ag -0.4, S1P3 antag -19.8, DTT redox prof 1.6, RAM inhibit 0.5, PPARg SRC2 recr -1.5, TR-FRET SRC-2 ct 1601, PPARg SRC-1 ag 0.3 and Efa HMGR inh -4.3.
For O=C(Nc1cnc2ccccc2c1)c1ccco1 the results were Lmaj promast 1.7, bIAP inh 7.6, PPARg SRC-3 ag -6.8, S1P3 antag 6.5, DTT redox prof 0.3, RAM inhibit -0.1, PPARg SRC2 recr -3.2, TR-FRET SRC-2 ct 1473, PPARg SRC-1 ag 2.4 and Efa HMGR inh -1.4.
CC(C)OCCCNC(=O)c1sc(=S)n(C)c1N was read as ROMK mod 0.807, Lmaj promast -3.6, bIAP inh 11.9, PPARg SRC-3 ag -6.7, S1P3 antag -18.4, DTT redox prof -0.4, RAM inhibit 0.7, PPARg SRC2 recr -4.0, TR-FRET SRC-2 ct 1679, PPARg SRC-1 ag -4.6 and Efa HMGR inh -5.2.
Cc1ccc(-c2nnc(N3CCN(S(C)(=O)=O)CC3)c3ccccc23)cc1 was read as Lmaj promast 7.1, bIAP inh 4.5, PPARg SRC-3 ag -10.5, S1P3 antag 6.5, DTT redox prof 2.7, RAM inhibit 1.8, PPARg SRC2 recr -0.1, TR-FRET SRC-2 ct 1474, PPARg SRC-1 ag -3.3 and Efa HMGR inh -4.4.
For COc1cccc(OC)c1C(=O)NC(=S)NCc1ccco1 the results were Lmaj promast 0.7, bIAP inh -6.7, PPARg SRC-3 ag 3.7, S1P3 antag -6.8, DTT redox prof -0.8, RAM inhibit 2.2, PPARg SRC2 recr -0.1, TR-FRET SRC-2 ct 1733, PPARg SRC-1 ag 4.1 and Efa HMGR inh 1.4.
Screening COc1ccccc1NC(=O)C(=O)NNC(=O)c1ccco1 returned ROMK mod 1.81, Lmaj promast -6.2, bIAP inh -38.0, PPARg SRC-3 ag -5.0, DTT redox prof -1.9, RAM inhibit -0.9, PPARg SRC2 recr 5.2, TR-FRET SRC-2 ct 1634, PPARg SRC-1 ag 4.1 and Efa HMGR inh 0.3.
COc1cccc(CNC(=O)CSc2ccc(-c3ccncc3)nn2)c1 was read as ROMK mod 0.0427, Lmaj promast 88.9*, bIAP inh 8.7, PPARg SRC-3 ag 7.0, S1P3 antag -13.2, DTT redox prof -0.5, RAM inhibit 2.5, PPARg SRC2 recr 2.8, TR-FRET SRC-2 ct 1595, PPARg SRC-1 ag -0.1 and Efa HMGR inh -6.9.
Screening O=C(CCN1C(=O)C2C3C=CC(C3)C2C1=O)NCc1cccnc1 (centres undefined) returned ROMK mod -0.0742, Lmaj promast -7.2, bIAP inh 12.3, PPARg SRC-3 ag -4.0, S1P3 antag -13.9, DTT redox prof -1.3, RAM inhibit 1.8, PPARg SRC2 recr -0.8, TR-FRET SRC-2 ct 1676, PPARg SRC-1 ag 7.1 and Efa HMGR inh 0.4.
COc1ccc(CN(CC2CCC(C(=O)O)CC2)C(=S)Nc2cc(Cl)ccc2OC)cc1 (centres undefined) was read as ROMK mod -0.387, Lmaj promast -1.2, bIAP inh -9.7, PPARg SRC-3 ag 3.1, S1P3 antag -8.2, DTT redox prof -1.7, RAM inhibit 7.7, PPARg SRC2 recr -3.4, TR-FRET SRC-2 ct 1713, PPARg SRC-1 ag -3.2 and Efa HMGR inh 0.3.
O=C(Nc1nccs1)C1CC(=O)N(c2ccc(Cl)cc2)C1 (centres undefined) was read as Lmaj promast 0.6, bIAP inh -3.6, PPARg SRC-3 ag -0.2, S1P3 antag 2.2, DTT redox prof 0.0, RAM inhibit 0.5, PPARg SRC2 recr 1.0, TR-FRET SRC-2 ct 1476, PPARg SRC-1 ag 1.6 and Efa HMGR inh 6.1.
